# GPR55 activation = GPR55 agonists via beta-arrestin recruitment, primary screen, imaging, U2OS cells, beta-arrestin-GFP redistribution (AID 1961); G-protein coupled receptor 55 (Homo sapiens); U2OS GPR55 beta-arrestin-GFP redistribution imaging; higher % means a stronger effect; activation, % at 10 µM, or EC50 in µM where a hit was titrated; 290,000 tested, 0.048% active;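 active means activation above 40% with more than 50 cells counted in the well; inconclusive means wells holding fewer than 50 cells, flagged as toxic or sparse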;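 further: U2OS osteosarcoma cells stably expressing GPR55 and beta-arrestin-GFP; plate controls were DMSO negative control for no effect and LPI positive control for full effect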
# GPR35 antagonists = GPR35 antagonists blocking zaprinast-driven arrestin recruitment, primary screen, imaging, U2OS, beta-arrestin-GFP, zaprinast agonist (AID 2058). G-protein coupled receptor 35 (Homo sapiens). U2OS GPR35 beta-arrestin-GFP translocation imaging, zaprinast antagonism; higher % means a stronger effect. one-dose inhibition, % at 10 µM; IC50 in µM for titrated hits. 290,000 tested, 0.052% active;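 active means inhibition of at least 50% with at least 30 cells and total cytoplasm GFP at most 10,000,000; inconclusive means under 30 cells or total GFP of 10,000,000 plus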
# LYP phosphatase = inhibitors of LYP phosphatase, biochemical, fluorescence intensity, uHTS (AID 1779) | 290,000 tested, 0.054% active | one-dose inhibition, % at 11.5 µM; IC50 in µM for titrated hits | Tyrosine-protein phosphatase non-receptor type 22 (Homo sapiens) | recombinant LYP phosphatase, fluorescence intensity; higher % means a stronger effect; in the data active means inhibition above about 50%;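 further: plate controls were vehicle with enzyme for no effect and no enzyme for full effect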
# NTR1 agonist = agonists of NTR1, primary screen, imaging, U2OS cells, beta-arrestin-GFP, high content (AID 493036); 330,000 tested, 0.17% active; Neurotensin receptor type 1 (Homo sapiens), P30989; NTR1-U2OS beta-arrestin-GFP spot imaging, agonist mode; activation, % at 20 µM;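 active means activation at or above 40% of the spot to cytoplasm intensity ratio, with at least 20 cells analyzed; inconclusive means wells under 20 cells, flagged as cytotoxic or low count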;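 further: 0% = DMSO without peptide and 100% = 100 nM NTR1 peptide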
# Target sequence (P30989 whole entry, looked up): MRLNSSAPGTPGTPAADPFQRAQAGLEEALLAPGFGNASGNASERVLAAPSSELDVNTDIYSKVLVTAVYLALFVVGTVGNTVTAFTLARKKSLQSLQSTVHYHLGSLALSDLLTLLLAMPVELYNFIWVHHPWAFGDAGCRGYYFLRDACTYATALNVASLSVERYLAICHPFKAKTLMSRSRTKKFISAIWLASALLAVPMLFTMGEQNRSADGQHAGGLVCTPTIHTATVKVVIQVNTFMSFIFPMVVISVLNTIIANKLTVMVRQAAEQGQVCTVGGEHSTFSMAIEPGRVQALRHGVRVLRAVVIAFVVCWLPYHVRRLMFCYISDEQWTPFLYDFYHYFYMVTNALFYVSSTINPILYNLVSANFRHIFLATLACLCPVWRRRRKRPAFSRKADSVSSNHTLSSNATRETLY
# SV40 large T antigen = SV40 large T antigen inhibitors, biochemical (AID 1903) | SV40 large T antigen ATPase/helicase inhibition assay; higher % means a stronger effect | inhibition, % at 20 µM; hits with a dose series show IC50 in µM | 310,000 tested, 0.39% active; in the data active means a potency from the dose series; inconclusive means inhibition mostly from about 32% at the one dose, without a potency; inactive means the rest, 99 in 100 with inhibition below about 32%; further: strong numbers were not always called active
# GPR55 antagonists = GPR55 antagonists blocking LPI-driven arrestin recruitment, primary screen, imaging, U2OS, beta-arrestin-GFP, LPI agonist (AID 2013); G-protein coupled receptor 55 (Homo sapiens); U2OS GPR55 beta-arrestin-GFP translocation imaging, LPI antagonism; higher % means a stronger effect; inhibition, % at 10 µM; hits with a dose series show IC50 in µM; 290,000 tested, 0.13% active;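 active means spots per cell inhibited over 60%, with over 100 cells counted and total cytoplasm intensity under 500,000; inconclusive means wells with under 100 cells, flagged as likely toxic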;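 further: U2OS cells stably carrying GPR55 and arrestin-GFP stimulated by 5 µM LPI near EC80; imaged beta-arrestin-GFP aggregate spots per cell after agonist stimulation; plate controls were LPI-stimulated DMSO wells for no effect and DMSO wells without LPI for full effect; some results filed as inactive read as strong as hits; confirmed hits need IC50 under 10 µM and bright autofluorescent wells are also inconclusive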
# Lipid droplet = inhibitors of hepatocyte lipid droplet formation, primary screen, imaging, high-throughput imaging, BODIPY stain; AML12 mouse hepatocytes, oleate lipid droplets; inhibition, % at 6.5 µM; 240,000 tested, 0.4% active;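 active means lipid droplet intensity inhibited by at least 50%, with more than 500 cells counted; inconclusive means wells with under 300 cells, treated as cytotoxic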
#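 Assay system: AML12 mouse liver cells | Compound: 6.5 µM single-point dosing | Schedule: Overnight exposure | Technique: Fluorescence imaging, 20x objective, two fields per well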
# T cell modulator = modulators of CD8 T cell-vesicle binding, primary screen, mouse 2C CD8+ T cells, flow cytometry; calls only at 7 µM; AID 2052, 2009; 2C CD8+ T cell-vesicle binding; active compounds read low; 330,000 tested, 0.068% active;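 active means response, share of CD8 T cells binding vesicles, and their 90th percentile fluorescence all below set limits, cut at about 80% in these data, passing the limit was not always enough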
#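 Assay system – 2C mouse CD8+ T cells · Also added – QL9-loaded Drosophila micro-vesicles · Timing – Cell–vesicle co-incubation 1.5 h at 37 °C, staining 20 min on ice · Signal – flow cytometry of vesicle-bound cells · Measure – percent CD8+ FL2 mean versus row control · Controls – Peptide-free naked vesicles (low) and QL9 vesicles with 0.7% DMSO vehicle (high)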
# MgcRacGAP inhibition = MgcRacGAP GTPase-activating activity inhibitors, confirmation, biochemical, ADP Hunter fluorescence; MgcRacGAP-stimulated Rac1 GTP hydrolysis, ADP Hunter fluorescence; higher % means a stronger effect; GST-tagged Rac1 F28L mutant substrate; 340,000 tested, 0.6% active; inhibition, % at 30 µM, or IC50 in µM where a hit was titrated;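 active means first-screen hits whose inhibition reached a set limit at any dose in the follow-up dose series; inconclusive means inhibition above the set first-screen limit but never retested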;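 further: fluorescence reports GDP produced by GAP-driven GTP hydrolysis; strong numbers were not always called active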
# Lipid droplet cells 6.5 µM = also measured in Lipid droplet; calls as there; cell count; measured here: cell count, cytotoxicity flag;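 cells counted across two imaged fields per well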
# T cell modulator vesicle-bound % = recorded beside T cell modulator, whose call it bears; double positive events, %; measured here: CD8+ vesicle-bound cell fraction;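 binding gate set so that unloaded-vesicle control wells show 10% double positive cells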
# NTR1 agonist cell count 20 µM = also measured in NTR1 agonist; calls as there; cell count; measured here: cell count, cytotoxicity flag
# The depositor's hits bear a star; i = inactive; ? = inconclusive; . = no result given.
# Results follow in this order: NTR1 agonist	T cell modulator	GPR35 antagonists	LYP phosphatase	SV40 large T antigen	NTR1 agonist cell count 20 µM	MgcRacGAP inhibition	Lipid droplet cells 6.5 µM	GPR55 antagonists	GPR55 activation	Lipid droplet	T cell modulator vesicle-bound %
- O=C(Nc1cccc(F)c1)NC1(C(=O)N2CCC(O)CC2)CCCCC1
    0.0	i	7%	-2%	7%	57	8%	786	-2%	0.6%	24	17
- CC(=O)c1c(C)[nH]c(C)c1C(C)=O
    -0.8	.	-6%	-7%	3%	53	3%	.	-5%	-0.2%	.	.
- COCCN(Cc1cc2cc3c(cc2nc1Cl)OCO3)C(=O)c1ccc(C)cc1
    1.8	i	6%	-2%	15%	71	6%	625	6%	-0.1%	2	61
- COC(=O)c1cc(-n2cccc2)ccc1N1CCOCC1
    -0.1	i	-1%	-4%	11%	41	-2%	661	-1%	0.1%	-4	38
- CCOC(=O)Nc1ccc2c(c1)N(C(=O)CCN(CC)CC)c1ccccc1S2=O (centres undefined)
    16	i	3%	0%	1%	39	.	854	-1%	0.3%	-1	60
- COc1cccc(CNc2ccc([N+](=O)[O-])cc2C)c1
    0.0	i	0%	4%	1%	69	2%	718	-12%	0.2%	0	19
- CCOC(=O)C1(C(F)(F)F)N=C(c2cccnc2)OC(N2CCCCC2)=N1 (centres undefined)
    0.3	i	17%	-3%	2%	45	7%	730	8%	0.1%	10	57
- Cc1ccccc1OCc1nnc2c3cnn(C)c3ncn12
    -1.5	i	0%	-2%	6%	51	8%	.	-3%	0.2%	.	28
- COc1ccccc1N1CCN(C(=S)Nc2ccc(S(=O)(=O)N3CCOCC3)cc2)CC1
    2.3	i	-3%	-2%	0%	44	6%	727	7%	0.1%	-2	34
- COc1ccc(NC(=O)CN(C)C(=O)Cc2ccc3c(c2)CCC3)cc1
    0.2	i	-14%	-10%	4%	67	7%	702	8%	0.3%	-5	62
- C=CCCC(=O)N1CCC(Oc2cccc(C(=O)NCc3ccccn3)c2)CC1
    -0.9	i	8%	-4%	19%	51	5%	695	12%	0.0%	-6	43
- O=C1CN(C(=O)c2ccco2)c2ccccc2N1
    1.8	i	-2%	-11%	7%	54	9%	684	14%	0.0%	-3	35
- C=CCOc1ccccc1/C=N/NC(=O)Cc1ccccc1
    -0.3	i	-2%	-5%	21%	51	4%	783	1%	-0.2%	-6	64
- O=C(N=c1ccn(-c2nc3ccccc3nc2NS(=O)(=O)c2ccccc2)cc1)c1cccs1
    0.0	i	-18%	6%	8%	84	-6%	341	16%	-0.2%	-18	60
- Cc1ccc(C(=O)O/N=C2\CCSc3ccc(C)cc32)cc1
    2.8	i	11%	5%	5%	91	8%	657	9%	-0.4%	2	36
- CCCCn1c(N)c(N(CCOC)C(=O)CN2C(=O)c3ccccc3C2=O)c(=O)[nH]c1=O
    1.5	i	3%	-6%	2%	60	10%	724	1%	-0.1%	28	62
- CC(C)CC(=O)NCC(C)NC(=O)CC(C)C (centres undefined)
    -1.2	i	0%	-5%	14%	99	0%	764	4%	0.7%	0	22
- Cc1nc(NCCc2ccccc2)c2nnn(Cc3ccccc3Cl)c2n1
    0.6	i	1%	0%	7%	67	7%	834	2%	0.2%	-16	63
- COCCNC(=O)COc1cccc2c1OC(C)(C)C2
    4.0	i	1%	-5%	4%	40	10%	687	8%	-0.3%	-6	26
- COc1ccccc1NC(=S)Nc1ccccc1F
    0.4	i	5%	1%	7%	48	8%	445	0%	0.3%	-17	53
- CN(Cc1ccccc1)c1oc(COc2ccccc2F)nc1C#N
    -5.0	i	0%	-1%	5%	62	0%	.	-16%	0.2%	.	61
- COc1ccc(NC(=O)CCCCC(=O)Nc2ccc(OC)cc2)cc1
    -0.2	i	-7%	-15%	-3%	77	6%	817	-13%	-0.1%	-8	14
- Cc1nn(Cc2ccccc2)c(Cl)c1C(=O)NCCc1ccccc1
    -1.2	i	16%	-5%	0%	89	-14%	665	6%	?	-28	58
- Cc1nn2c(Nc3ccc(F)cc3)c3c(nc2c1-c1ccccc1)CCC3
    6.4	i	7%	-6%	9%	53	4%	641	15%	-0.3%	0	48
- COc1ccc(/C=N/OCC(=O)N(Cc2ccc(OC)cc2)c2ccccc2C(=O)O)cc1
    0.0	i	-4%	-8%	0%	69	1%	610	3%	0.8%	-8	59
- Cc1nccn1CCC1CCCCN1C(=O)CCc1nnc(-c2ccsc2)o1 (centres undefined)
    0.2	i	9%	-6%	-2%	47	4%	575	4%	-0.1%	-17	32
- O=C(CCCSc1nc(-c2ccco2)cc(C(F)(F)F)n1)Nc1ccc2c(c1)OCO2
    5.3	i	1%	5%	9%	53	12%	706	10%	0.5%	0	59
- CCOC(=O)N1CCC(NC(=O)Cn2nc(-c3ccccc3)ccc2=O)CC1
    0.3	i	-12%	-2%	5%	49	2%	753	7%	-0.1%	-1	19
- Cc1cc2oc(=O)cc(CN3CCN(S(=O)(=O)c4cccs4)CC3)c2cc1C
    2.4	i	-13%	-3%	2%	44	12%	623	8%	0.0%	13	30
- Nc1nonc1C(=O)NCCNC(=O)c1cccs1
    -0.4	i	-12%	-9%	5%	45	9%	776	-7%	0.2%	11	19
- O=C(CSc1ccc2nnc(-c3cccnc3)n2n1)Nc1ccc(F)cc1F
    0.7	i	-11%	-6%	-1%	46	0%	760	29%	-0.1%	0	50
- Cc1ccccc1Nc1nc(N)nc(CSc2nnc(C)n2C)n1
    1.5	i	6%	-1%	0%	35	2%	675	6%	-0.5%	-6	10
- O=C(Nc1cccnc1)C1CCN(S(=O)(=O)c2cccs2)CC1
    2.6	i	4%	-6%	6%	26	3%	687	-6%	-0.7%	3	28
- COc1ccc(C(=O)/C=C/C(=O)N(Cc2ccccc2OC)C(C(=O)NC2CCCCC2)c2ccncc2)c(O)c1 (centres undefined)
    4.1	i	-7%	-1%	8%	43	4%	532	14%	0.3%	-3	49
- O=C(NCCCN=C1NS(=O)(=O)c2ccccc21)c1ccc(Cl)cc1
    -1.0	i	5%	-7%	5%	65	6%	813	6%	0.6%	11	10
- O=C(NCC1CCCO1)c1ccc(COc2ccc(Cl)cc2)cc1 (centres undefined)
    -2.0	i	-4%	5%	7%	89	2%	662	4%	0.4%	-3	54
- CN(C)S(=O)(=O)n1cc(/C=C(\NC(=O)c2ccccc2)C(=O)N2CCCC2)c2ccccc21
    1.0	i	-9%	-7%	12%	57	7%	714	7%	-0.2%	-13	20
- CCn1cc(C(=O)NCCCN2CCCCCC2)c(=O)c2cc(S(=O)(=O)N3CCc4ccccc4C3)ccc21
    3.4	i	-10%	-9%	11%	36	-1%	723	5%	0.4%	-10	37
- CCOC(=O)C(C(C)=O)C(c1ccc(OC)cc1)C(C(C)=O)C(=O)OCC (centres undefined)
    0.5	i	-2%	-3%	3%	48	13%	732	9%	-0.1%	4	40
- CCc1ccccc1NC(=O)c1cc2ncc(Br)cn2n1
    -0.4	i	-5%	-6%	27%	58	6%	762	10%	-0.1%	9	42
- O=C(C1CCCCC1)N(Cc1ccccc1)c1ccccn1
    1.2	i	18%	-10%	4%	74	10%	745	9%	0.0%	-11	38
- O=C(NCc1nc2ccccc2[nH]1)C1=C[C@H](c2coc3ccccc3c2=O)C[C@H](OCc2ccc(CO)cc2)O1
    -2.4	i	-6%	2%	9%	70	9%	604	6%	0.0%	-1	42
- O=C(CSc1nc(-c2ccccc2)nn1C(=O)c1ccccc1)Nc1cccc([N+](=O)[O-])c1
    1.9	i	-1%	1%	7%	80	7%	.	-11%	0.3%	.	37
- O=C(CC(Cc1ccccc1)C(=O)O)Nc1cccc(C(F)(F)F)c1 (centres undefined)
    0.4	i	-6%	-5%	7%	86	-2%	857	6%	0.0%	6	31
- CCCN(CC(=O)Nc1ccccc1C)C(=O)c1ccc(S(=O)(=O)N2CCCCC2)cc1
    0.2	i	-17%	-10%	15%	74	-8%	732	0%	0.3%	3	46

# Part of the list above, reduced to T cell modulator, SV40 large T antigen and GPR55 activation:
compound	T cell modulator	SV40 large T antigen	GPR55 activation
O=C(CSc1nc(-c2ccccc2)nn1C(=O)c1ccccc1)Nc1cccc([N+](=O)[O-])c1	i	7%	0.3%
CCc1ccccc1NC(=O)c1cc2ncc(Br)cn2n1	i	27%	-0.1%

# Next section.
# Results follow in this order: NTR1 agonist	T cell modulator	GPR35 antagonists	LYP phosphatase	SV40 large T antigen	NTR1 agonist cell count 20 µM	MgcRacGAP inhibition	Lipid droplet cells 6.5 µM	GPR55 antagonists	GPR55 activation	Lipid droplet	T cell modulator vesicle-bound %
- Cc1c(Cl)cccc1NC(=S)NCCc1ccc(S(N)(=O)=O)cc1
    2.9	i	8%	-3%	17%	63	5%	632	2%	-0.3%	-11	58
- O=C(CC1CCCCC1)Nc1nc2ccccc2s1
    -0.8	i	9%	-6%	19%	80	10%	629	17%	0.2%	-12	54
- Nc1ccc([N+](=O)[O-])cc1C(=O)NNC(=O)c1ccco1
    1.7	i	-14%	-2%	9%	47	14%	683	9%	-0.1%	-5	17
- Cc1cc(NCCCn2ccnc2)n2ncc(-c3ccccc3)c2n1
    -1.7	i	7%	-6%	6%	63	18%	.	-12%	0.3%	.	4
- O=C(CNC(=O)c1ccc(Br)cc1)NCC(=O)OCC(=O)c1ccccc1
    0.9	i	2%	-4%	7%	59	7%	721	0%	0.1%	3	53
- O=c1cc(-c2c(F)c(F)c(F)c(F)c2F)oc2ccccc12
    0.6	i	3%	-6%	16%	22	5%	809	28%	-0.2%	25	14
- CCCC(=O)Nc1ccccc1-c1nnc(SC)[nH]c1=O
    0.9	i	-3%	-6%	6%	78	3%	.	4%	0.8%	.	11
